TRHR agonist = TRH receptor (human) agonism; P34981; TRHR cells, calcium flux fluo-8, FDSS agonist mode; activation, % at 2 µM; actives 0.18% (n = 360,000); AID 493084; also: 0% is about no effect
Target sequence (P34981 whole entry, looked up): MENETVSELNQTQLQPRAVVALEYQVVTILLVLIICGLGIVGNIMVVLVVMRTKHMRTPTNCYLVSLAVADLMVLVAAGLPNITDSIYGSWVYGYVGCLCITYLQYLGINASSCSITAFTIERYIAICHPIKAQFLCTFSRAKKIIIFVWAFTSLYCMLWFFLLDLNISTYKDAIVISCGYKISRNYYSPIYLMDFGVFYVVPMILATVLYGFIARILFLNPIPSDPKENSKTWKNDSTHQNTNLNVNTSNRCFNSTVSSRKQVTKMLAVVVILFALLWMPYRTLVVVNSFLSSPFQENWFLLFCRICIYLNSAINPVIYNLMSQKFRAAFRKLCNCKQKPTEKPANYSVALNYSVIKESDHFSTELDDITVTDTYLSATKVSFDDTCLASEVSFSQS
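Fluo-8-loaded TRHR cells; 10 s baseline, compound added, kinetic Ca2+ fluorescence read 1/s, agonist mode.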
RXFP1 antag = blocks the human relaxin receptor RXFP1. activity change, negative = inhibition, % at 57.5 µM. HEK293-RXFP1, relaxin-stimulated cAMP HTRF, 30 min; active compounds read low. Q9HBX9. actives 0.59% (n = 350,000);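 active = activity change of -60% or lower, but not beyond a set lower limit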; also: % is scaled to controls: 0 for no effect and ±100 for the full control effect
D1 ag = agonists of human D1 dopamine receptor | AID 504660 | actives 1% (n = 360,000) | P21728 | HEK293 T-REx D1 cells, calcium flux, agonist mode | activation, % at 2 µM; also: 0% is about no effect
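Agonism was scored from calcium flux recorded over 180 s (1 read/s) after pintool compound addition, following a 10-cycle baseline. Cells were inducible force-coupled HEK293 TREx D1, plated overnight at 30 C and loaded with no-wash calcium dye.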
D1 antag = antagonists of human D1 dopamine receptor; P21728; HEK293 TREx D1 cells, calcium flux, dopamine EC80; active compounds read low; activity change, negative = inhibition, % at 10 µM; actives 3.2% (n = 360,000); AID 504652; in the data active = activity change below about -30%; also: % is scaled to controls: 0 for no effect and ±100 for the full control effect
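Inducible Hek293 Trex D1 cells (tetracycline, overnight, 30 C). Calcium dye 30–90 min RT. Antagonist mode: EC80 dopamine added after 180 s compound read.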
D2 potentiator = positive allosteric modulators of human D2 dopamine receptor | P14416 | HEK293 T-REx D2, calcium flux, EC20 dopamine potentiation | potentiation, % at 10 µM | actives 0.34% (n = 340,000);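 active = potentiation over 3 SD above the plate norm, cut at about 30% in these data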; also: 0% is about no effect
Target sequence (P14416 whole entry, looked up): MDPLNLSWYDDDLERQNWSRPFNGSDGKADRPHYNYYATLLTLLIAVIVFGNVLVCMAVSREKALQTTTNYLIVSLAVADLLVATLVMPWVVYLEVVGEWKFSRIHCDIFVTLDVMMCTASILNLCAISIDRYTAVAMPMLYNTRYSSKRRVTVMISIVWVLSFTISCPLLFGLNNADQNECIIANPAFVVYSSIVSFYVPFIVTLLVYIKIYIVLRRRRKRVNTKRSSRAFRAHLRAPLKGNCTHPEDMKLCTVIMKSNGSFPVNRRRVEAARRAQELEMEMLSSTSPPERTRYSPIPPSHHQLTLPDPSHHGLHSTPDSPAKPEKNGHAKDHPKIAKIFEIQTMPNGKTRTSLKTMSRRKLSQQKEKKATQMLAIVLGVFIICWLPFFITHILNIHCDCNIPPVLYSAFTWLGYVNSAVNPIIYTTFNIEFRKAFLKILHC
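Tetracycline-induced HEK293 T-REx cells force-coupled to calcium signalling expressed D2; compounds were pin-added after a 10 s baseline, read kinetically 180 s, then an EC20 dopamine challenge followed with a further 180 s calcium read.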
D2 ag = activates the human D2 dopamine receptor; actives 0.53% (n = 340,000); HEK293 T-REx D2 cells, calcium flux agonist mode; P14416; activation, % at 2 µM;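 active = activation over 3 SD above normal in the single-dose calcium agonist read, cut at about 30% in these data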; also: 0% is about no effect
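Agonism scored from kinetic calcium signal (1 read/sec, 180 s) following compound pin transfer, after a 10 s baseline. Cells: HEK293 Trex line expressing inducible D2 receptor coupled to calcium, dye-loaded after overnight culture at 30 C.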
TRHR enhancer = allosteric enhancers of human TRH receptor | TRHR cells, fluo-8 calcium fluorescence, EC20 TRH enhancement | enhancement, % at 2 µM | actives 0.66% (n = 360,000); in the data active = enhancement above about 30%; also: 0% is about no effect
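TRHR-expressing cells loaded with fluo-8 calcium dye were read kinetically (ex 480/em 530) during compound addition, then stimulated with an EC20 of TRH (10 nM final). Enhancement of the Gq-mediated intracellular calcium response was scored.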
D2 antag = antagonists of human D2 dopamine receptor. inhibition, % at 10 µM. HEK293 TREx D2 cells, calcium flux, dopamine EC80. AID 485344. actives 2% (n = 340,000); in the data active = inhibition above about 30%; also: 0% is about no effect
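Cells plated overnight at 30 C with tetracycline; no-wash calcium dye, 30–90 min RT; 10 s baseline; compound pinned; 180 s read; EC80 dopamine added; another 180 s read.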
D1 potentiator = potentiators of human D1 dopamine receptor | P21728 | HEK293 TREx D1 cells, calcium flux, dopamine EC20 potentiation | potentiation, % at 10 µM | actives 0.036% (n = 360,000); in the data active = potentiation above about 30%; also: 0% is about no effect
The depositor's hits bear a star. Rule as the data show it, unless noted: active = activation above about 30%; inactive = the rest. Rows were taken by chance; about 7.3% have a hit in one of these screens.

How did FC(F)Oc1ccc(-c2csc(=Nc3cccnc3)n2CC2CCCO2)cc1 (stereo unspecified) do in these assays?
TRHR agonist: 0.0; RXFP1 antag: -15; D1 ag: 15; D1 antag: -31*; D2 potentiator: -6; D2 ag: -0.1; TRHR enhancer: -6; D2 antag: 1; D1 potentiator: -2

Results for CCOc1ccccc1C(=O)Nc1cc(=O)n(C)c(=O)n1C ?
TRHR agonist: -0.5; D1 ag: 0; D1 antag: -3; D2 potentiator: -8; D2 ag: 0.5; TRHR enhancer: -1; D2 antag: -13; D1 potentiator: -4

What do the screens show for `CN(C)C(=O)c1ccc(Cl)cc1[N+](=O)[O-]`?
TRHR agonist: 0.7; RXFP1 antag: 0; D1 ag: 1; D1 antag: -14; D2 potentiator: -3; D2 ag: 1.3; TRHR enhancer: 2; D2 antag: 9; D1 potentiator: -8

Results for CCN1CCN(S(=O)(=O)c2ccc(Cl)c(C(=O)NC(C)c3ccccc3Cl)c2)CC1 (stereo unspecified) ?
TRHR agonist: -0.4; RXFP1 antag: -26; D1 ag: 7; D1 antag: -18; D2 potentiator: -5; D2 ag: 0.3; TRHR enhancer: -6; D2 antag: 12; D1 potentiator: -1

How did Cc1nnc(NC(=O)Nc2cccc(Cl)c2)s1 do in these assays?
TRHR agonist: 0.4; RXFP1 antag: -12; D1 ag: 10; D1 antag: 5; D2 potentiator: 1; D2 ag: -1.1; TRHR enhancer: -8; D2 antag: 5; D1 potentiator: -1

How did O=c1c2ccccc2nnn1Cc1ccccn1 do in these assays?
TRHR agonist: 0.3; RXFP1 antag: -7; D1 ag: 1; D1 antag: -3; D2 potentiator: -6; D2 ag: 0.3; TRHR enhancer: 2; D2 antag: -9; D1 potentiator: 0

What do the screens show for `COc1ccc(S(=O)(=O)N2CCN(Cc3ccccc3)CC2)cc1`?
TRHR agonist: -0.4; RXFP1 antag: 4; D1 ag: 1; D1 antag: -8; D2 potentiator: -7; D2 ag: -0.8; TRHR enhancer: 4; D2 antag: 1; D1 potentiator: -8

Results for Cc1ccc(C(=O)NCCONC(=O)c2ccc(C)cc2)cc1 ?
TRHR agonist: -0.3; RXFP1 antag: -1; D1 ag: -1; D1 antag: -1; D2 potentiator: -29; D2 ag: -0.8; TRHR enhancer: -13; D2 antag: 3; D1 potentiator: -10

What do the screens show for `CC(=O)Nc1sc(-c2ccccc2)nc1-c1ccccc1`?
TRHR agonist: 0.1; RXFP1 antag: -8; D1 ag: 0; D1 antag: 6; D2 ag: -0.3; TRHR enhancer: -7; D2 antag: -11; D1 potentiator: -3

How did Cc1ccc(NC(=O)CSc2nncs2)cc1Cl do in these assays?
TRHR agonist: 0.1; RXFP1 antag: 3; D1 ag: 3; D1 antag: 0; D2 potentiator: -19; D2 ag: 3.5; TRHR enhancer: -3; D2 antag: 48*; D1 potentiator: -6

Results for O=C(NC1CCCCC1)N1CCC(c2nc3ccccc3[nH]2)CC1 ?
TRHR agonist: 0.3; RXFP1 antag: 1; D1 ag: 1; D1 antag: -3; D2 potentiator: 10; D2 ag: 0.0; TRHR enhancer: 4; D2 antag: 6; D1 potentiator: -3

Results for COc1ccc(-c2nn(-c3ccccc3)cc2C(=O)N2CCN(S(=O)(=O)c3ccccc3C#N)CC2)cc1 ?
TRHR agonist: 0.4; RXFP1 antag: -16; D1 ag: 2; D1 antag: 5; D2 potentiator: -20; D2 ag: 0.5; TRHR enhancer: 0; D2 antag: -10; D1 potentiator: -4

A draw from above in order of molecular weight, lowest first:
What do the screens show for `CN(C)C(=O)c1ccc(Cl)cc1[N+](=O)[O-]`?
TRHR agonist: 0.7; RXFP1 antag: 0; D1 ag: 1; D1 antag: -14; D2 potentiator: -3; D2 ag: 1.3; TRHR enhancer: 2; D2 antag: 9; D1 potentiator: -8

How did Cc1nnc(NC(=O)Nc2cccc(Cl)c2)s1 do in these assays?
TRHR agonist: 0.4; RXFP1 antag: -12; D1 ag: 10; D1 antag: 5; D2 potentiator: 1; D2 ag: -1.1; TRHR enhancer: -8; D2 antag: 5; D1 potentiator: -1

How did Cc1ccc(NC(=O)CSc2nncs2)cc1Cl do in these assays?
TRHR agonist: 0.1; RXFP1 antag: 3; D1 ag: 3; D1 antag: 0; D2 potentiator: -19; D2 ag: 3.5; TRHR enhancer: -3; D2 antag: 48*; D1 potentiator: -6

Results for CCOc1ccccc1C(=O)Nc1cc(=O)n(C)c(=O)n1C ?
TRHR agonist: -0.5; D1 ag: 0; D1 antag: -3; D2 potentiator: -8; D2 ag: 0.5; TRHR enhancer: -1; D2 antag: -13; D1 potentiator: -4

Results for O=C(NC1CCCCC1)N1CCC(c2nc3ccccc3[nH]2)CC1 ?
TRHR agonist: 0.3; RXFP1 antag: 1; D1 ag: 1; D1 antag: -3; D2 potentiator: 10; D2 ag: 0.0; TRHR enhancer: 4; D2 antag: 6; D1 potentiator: -3

What do the screens show for `COc1ccc(S(=O)(=O)N2CCN(Cc3ccccc3)CC2)cc1`?
TRHR agonist: -0.4; RXFP1 antag: 4; D1 ag: 1; D1 antag: -8; D2 potentiator: -7; D2 ag: -0.8; TRHR enhancer: 4; D2 antag: 1; D1 potentiator: -8

Carrying on:
How did O=C(NC(=S)NC1CCCCCC1)c1cncc(Br)c1 do in these assays?
TRHR agonist: 1.9; RXFP1 antag: -2; D1 ag: 1; D1 antag: 23; D2 potentiator: 19; D2 ag: -0.1; TRHR enhancer: 1; D2 antag: 4; D1 potentiator: 1

What do the screens show for `COc1cc(/C=N/NC(=O)c2ccc(Cl)cc2)ccc1OCC(=O)N1CC(C)OC(C)C1` (stereo unspecified)?
TRHR agonist: 0.1; RXFP1 antag: -3; D1 ag: 0; D1 antag: -2; D2 potentiator: 2; D2 ag: 0.9; TRHR enhancer: -10; D2 antag: -10; D1 potentiator: -3

What do the screens show for `Cc1ccccc1C(=O)NCC(=O)NCC1(N2CCOCC2)CCCCC1`?
TRHR agonist: 0.2; RXFP1 antag: -7; D1 ag: 4; D1 antag: -11; D2 potentiator: -1; D2 ag: 0.4; TRHR enhancer: 3; D2 antag: -15; D1 potentiator: -2

Results for Cc1cc2c(NC(=O)Nc3ccccc3)cccc2nn1 ?
TRHR agonist: -0.1; RXFP1 antag: -2; D1 ag: 9; D1 antag: 7; D2 potentiator: -3; D2 ag: 0.3; TRHR enhancer: -5; D2 antag: 4; D1 potentiator: -1

What do the screens show for `CC(C)Oc1ccc(C(=O)NC(Cc2c[nH]c3ccccc23)C(=O)NN)cc1` (stereo unspecified)?
TRHR agonist: -0.4; RXFP1 antag: 1; D1 ag: 2; D1 antag: 3; D2 potentiator: 0; D2 ag: 0.1; TRHR enhancer: -2; D2 antag: -12; D1 potentiator: 1

What do the screens show for `Brc1cccc(-c2nnc3sc(CN4CCCCC4)cn23)c1`?
TRHR agonist: -0.6; RXFP1 antag: -5; D1 ag: 1; D1 antag: 0; D2 potentiator: -7; D2 ag: -1.0; TRHR enhancer: -13; D2 antag: 2; D1 potentiator: -4

How did O=C(CCSc1ccccn1)c1ccccc1 do in these assays?
TRHR agonist: -0.7; RXFP1 antag: -1; D1 ag: 2; D1 antag: -14; TRHR enhancer: 0; D1 potentiator: -3

What do the screens show for `COC(=O)c1ccccc1NC(=O)NC1CC1`?
TRHR agonist: -0.1; RXFP1 antag: -1; D1 ag: 0; D1 antag: 13; D2 potentiator: 3; D2 ag: 1.7; TRHR enhancer: -5; D2 antag: 2; D1 potentiator: -2

What do the screens show for `COc1cc2[nH]c(C(=O)N3CCN(C)CC3)cc2c(OC)c1OC`?
TRHR agonist: 1.6; RXFP1 antag: 12; D1 ag: 2; D1 antag: -6; D2 potentiator: 8; D2 ag: 2.0; TRHR enhancer: 1; D2 antag: 5; D1 potentiator: 4

Results for Cc1nc(N2C(=O)c3oc4ccccc4c(=O)c3C2c2ccccc2F)sc1C (stereo unspecified) ?
TRHR agonist: 0.5; RXFP1 antag: -9; D1 ag: -1; D1 antag: 11; D2 potentiator: -5; D2 ag: 0.0; TRHR enhancer: 11; D1 potentiator: 4

How did COc1ccccc1CC(=O)Nc1ccc2c(c1)C(=O)NC2=O do in these assays?
TRHR agonist: -0.5; RXFP1 antag: 4; D1 ag: 1; D1 antag: 2; D2 potentiator: 7; D2 ag: 0.8; TRHR enhancer: 0; D2 antag: -17; D1 potentiator: 2

How did Cn1c(=O)c2c(ncn2CC(=O)Nc2cccc(S(=O)(=O)Nc3ccccc3F)c2)n(C)c1=O do in these assays?
TRHR agonist: -0.1; RXFP1 antag: -8; D1 ag: 2; D1 antag: -15; D2 potentiator: -5; D2 ag: 0.2; TRHR enhancer: 1; D2 antag: 4; D1 potentiator: 0

What do the screens show for `O=C(NCc1cccnc1)c1ccc(Cn2cc(C(F)(F)F)ccc2=O)cc1`?
TRHR agonist: -2.8; RXFP1 antag: -19; D1 ag: 2; D1 antag: 6; D2 potentiator: 7; D2 ag: 1.1; TRHR enhancer: 2; D2 antag: -2; D1 potentiator: -1

Results for Cc1cc(C(=O)NC2CCCc3c2cnn3-c2ccc(C(C)(C)C)cc2)nn1C (stereo unspecified) ?
TRHR agonist: 1.5; RXFP1 antag: -21; D1 ag: 4; D1 antag: -35*; D2 potentiator: -9; D2 ag: 0.2; TRHR enhancer: 2; D2 antag: 7; D1 potentiator: 5

Results for CC1CCN(S(=O)(=O)c2ccc(C(=O)NCc3ccc4c(c3)OCO4)cc2)CC1 ?
TRHR agonist: 0.2; RXFP1 antag: 2; D1 ag: 6; D2 potentiator: -13; D2 ag: 0.5; TRHR enhancer: -5; D2 antag: -5; D1 potentiator: -3

What do the screens show for `CCc1cccc(C)c1N(C(=O)Cn1c(COC)nc2ccccc21)C(C)COC` (stereo unspecified)?
TRHR agonist: 0.0; RXFP1 antag: -7; D1 ag: 0; D1 antag: 0; D2 potentiator: 12; D2 ag: -0.2; TRHR enhancer: -16; D2 antag: -3; D1 potentiator: 6

How did O=C(NCc1cccs1)c1ccc(CS(=O)Cc2ccccc2Cl)o1 (stereo unspecified) do in these assays?
TRHR agonist: -0.8; RXFP1 antag: 12; D1 ag: 4; D1 antag: -7; D2 potentiator: -4; D2 ag: 0.9; TRHR enhancer: 4; D2 antag: -3; D1 potentiator: 4

Results for Cn1nc(OC(=O)Nc2ccccc2)cc1C(F)(F)F ?
TRHR agonist: 0.5; D1 ag: 4; D1 antag: -6; D2 potentiator: 5; D2 ag: 0.1; TRHR enhancer: 11; D2 antag: -20; D1 potentiator: -2

What do the screens show for `CCCCn1cc2c(c1-c1ccccc1Br)c(=O)n(C)c(=O)n2C`?
TRHR agonist: -2.5; D1 ag: 0; D1 antag: -10; D2 potentiator: 0; D2 ag: 0.3; TRHR enhancer: 3; D1 potentiator: -1

Results for O=C(Cc1ccc(F)cc1)NCc1ccc2c(c1)CCN2C(=O)c1ccc(F)cc1 ?
TRHR agonist: -0.8; RXFP1 antag: -8; D1 ag: 2; D1 antag: 4; D2 potentiator: 10; D2 ag: 0.1; TRHR enhancer: 2; D1 potentiator: -4
